# Screening results from PubChem BioAssay.
# Diaphorase act – diaphorase activation or chemical reduction counter-screen | Diaphorase/resazurin coupled assay, resorufin fluorescence, 16 min; stronger effect = higher value; 1 = vehicle wells, 0 = NADH-free wells | activation factor at 20 µM | 0.005% of 190,000 active | AID 1229;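 active = diaphorase activity raised at least twofold by the compound at 20 µM; inactive = activation factor below 2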
#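 Material: purified diaphorase enzyme from Clostridium kluyveri; Also added: 0.114 mM NADH and 0.1 mM resazurin, final amounts; Doses: single compound dose of 20 µM, 1% DMSO final; Times: 16 min enzyme reaction, ambient temperature; Detection: resorufin fluorescence, excitation 544 nm, emission 590 nm; Measure: increased resorufin signal from activators or reducing compounds.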
# DTT redox prof – compounds producing H2O2 with reducing agent – biochemical, NIH compound library profiling, artefact control for MLSCN library redox annotation, primary screen. 0.03% of 200,000 active. AID 878. DTT-dependent redox cycling H2O2, phenol red/HRP absorbance; 100% = 100 µM peroxide control, 0% = buffer. activation, % at 10 µM;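 active = activation of at least 50% relative to the plate's high and low controls in the primary single-dose screen; inactive = activation below 50%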;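 also: compound incubated with DTT at 0.8 mM final as the reducing agent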
# TLR4 MyD88 comp – inhibitors of human TLR4-MyD88 binding. O00206+Q99836. HeLa CL3-4 TLR4/MyD88 BLA complementation, FRET ratio. inhibition, % at 8.4 µM. 0.18% of 200,000 active. AID 861; in the data active = inhibition above about 25%;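 also: 0% = vehicle and 100% = reference inhibitor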
# RAM network inh – yeast RAM network inhibition; S. cerevisiae dse1pr::URA3 reporter, 5-FOA growth OD615, 2 d; analog-sensitive cbk1-as2 kinase mutant strain; inhibition, % at 50 µM; 1.8% of 190,000 active; AID 868;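 active = inhibition above a set limit, 3 SD over mean compound inhibition, cut at about 8.4% in these data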;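 also: 0% = DMSO-only wells with no growth and 100% = 10 µM 1-NA-PP1 full growth; inhibition rescues growth on 5-FOA so higher OD means more RAM inhibition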
# PMI activator – phosphomannose isomerase (human) activation; activation factor at 20 µM; P34949; AID 1214; purified human PMI, coupled resazurin fluorescence, 20 min; stronger effect = higher value; 1 = vehicle control, 0 substrate-free wells; 0.005% of 190,000 active;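 active = activation factor of 2 or more at 20 µM, relative to plate controls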
# Target sequence (P34949 whole entry, looked up): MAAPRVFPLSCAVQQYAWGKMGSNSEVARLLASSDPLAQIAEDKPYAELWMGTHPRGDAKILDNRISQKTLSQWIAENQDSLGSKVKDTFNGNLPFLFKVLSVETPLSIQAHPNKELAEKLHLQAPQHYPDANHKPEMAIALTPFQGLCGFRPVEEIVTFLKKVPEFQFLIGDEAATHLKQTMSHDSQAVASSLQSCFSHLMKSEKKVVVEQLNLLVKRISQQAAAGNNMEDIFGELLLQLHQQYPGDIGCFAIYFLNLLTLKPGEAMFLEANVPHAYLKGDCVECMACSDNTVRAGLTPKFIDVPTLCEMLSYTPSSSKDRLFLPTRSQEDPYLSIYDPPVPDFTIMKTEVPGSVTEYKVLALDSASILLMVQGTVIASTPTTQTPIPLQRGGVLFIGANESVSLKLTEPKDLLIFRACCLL
# Diaphorase inh – counter-screen for diaphorase-based assays: diaphorase inhibitors and chemical oxidizers; diaphorase resazurin-to-resorufin fluorescence, NADH, 16 min; bacterial (C. kluyveri) enzyme, not human; inhibition, % at 20 µM; 0.69% of 190,000 active; AID 1217;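 active = primary screen inhibition at 20 µM above a set limit, cut at about 50% in these data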;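 also: plate controls were DMSO with full reaction for no effect and wells lacking NADH for full effect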
#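 controls = No-NADH positive control and DMSO neutral control | system = Clostridium kluyveri diaphorase enzyme | timing = reaction incubation of 16 min at room temperature | signal = resorufin fluorescence 544/590 nm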
# S1P3 antagonist – antagonists of human S1P3 receptor; Q99500; CHO S1P3 NFAT-BLA reporter, FRET fluorescence, antagonist mode; inhibition, % at 4.98 µM; 0.27% of 170,000 active;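 active = inhibition above the plate cutoff, the mean inhibition of test wells on that plate plus 3 SD, cut at about 28% in these data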;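 also: cells challenged with S1P at its EC80 of 0.8 µM; blue over green emission ratio from cleaved BLA substrate after 4 h stimulation; 0% = S1P-stimulated wells and 100% = unstimulated DMSO-only wells; some compounds past the cut are filed as inactive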
# Target sequence (Q99500 whole entry, looked up): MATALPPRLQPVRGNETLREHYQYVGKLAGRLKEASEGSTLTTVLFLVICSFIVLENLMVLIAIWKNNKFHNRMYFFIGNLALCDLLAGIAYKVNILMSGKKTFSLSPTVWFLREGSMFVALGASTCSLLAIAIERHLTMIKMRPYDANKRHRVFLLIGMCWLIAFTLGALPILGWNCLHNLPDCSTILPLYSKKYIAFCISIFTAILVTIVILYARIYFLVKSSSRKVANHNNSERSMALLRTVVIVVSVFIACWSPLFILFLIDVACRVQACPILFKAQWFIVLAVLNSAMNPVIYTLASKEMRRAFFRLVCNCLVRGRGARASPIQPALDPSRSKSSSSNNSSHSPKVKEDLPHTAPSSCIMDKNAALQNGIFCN
# Hsp70 act – switches on Hsp70 transcription | HeLa Hsp70 promoter luciferase reporter, luminescence; scaled: vehicle 0, proteasome-inhibitor control 100% | activation, % at 10 µM | 0.04% of 200,000 active | AID 1203;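 active = activation above the mean across all tested compounds plus 3 SD, cutoff set per campaign, cut at about 5.5% in these data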;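 also: 100% = MG132 at 30 µM as the positive control and 0% = DMSO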
# G6PDH counter – L. mesenteroides G6PDH inhibition counter-screen. Purified L. mesenteroides G6PDH, diaphorase/resazurin coupled fluorescence, 45 min. inhibition, % at 5 µM. 0.12% of 200,000 active
# L major viab – Leishmania major promastigote growth inhibition | Leishmania major promastigotes, resazurin fluorescence viability | inhibition, % at 10 µM | 9% of 200,000 active | AID 1063;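 also: promastigotes grown with compound for 44 hours at 28 °C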
# PMI act satM6P – activators of human phosphomannose isomerase at near-saturating mannose 6-phosphate | coupled PMI enzyme assay, resazurin fluorescence, 20 min; stronger effect = higher value; 1 = untreated enzyme, 0 = substrate-free blank | activation factor at 20 µM | 0.34% of 190,000 active;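 active = activation factor of 2 or more at 20 µM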
#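 Test system: human phosphomannose isomerase with PGI, G6PDH, diaphorase coupling enzymes; Amount: PMI at 15 ng/mL final; Reagent: Mannose-6-phosphate 1.0 mM (near-saturating) plus 0.22 mM NADP+; Timing: 20 min, room temperature; Technique: resorufin fluorescence at Ex 544/Em 590 nm; Dosing: 20 µM single dose.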
# The depositor's hits bear a star; . = not tested or not shown. Rule as the data show it, unless noted: active = inhibition above about 50%; inactive = the rest.
SMILES,Diaphorase act,DTT redox prof,TLR4 MyD88 comp,RAM network inh,PMI activator,Diaphorase inh,S1P3 antagonist,Hsp70 act,G6PDH counter,L major viab,PMI act satM6P
O=C1CCC(=O)N1N1C(=O)C2C3c4ccccc4C(c4ccccc43)C2C1=O (stereo not drawn),1,0.8,1.4,1.6,1,-4.5,-10.9,-0.1,15.5,2.3,1
CCC(=O)/C=C1/Sc2ccc(OC)cc2N1CC,0.9,2.3,11.2,2.3,1,9.2,.,-0.4,-2.6,5.8,1
CCOc1ccc(NC(=O)COC(=O)Cc2ccc(S(=O)(=O)N3CCOCC3)s2)cc1,1,0.1,-5.7,1.9,1.1,3.7,.,0.1,9.5,-6.6,1.1
COc1ccc(CCNC(=O)COC(=O)Cc2cc(OC)c(OC)c(OC)c2)cc1,0.9,-2.0,1.6,0.4,1.1,13.5,-16.6,-0.2,7.7,-3.1,1
O=C(Oc1ccccc1/C=C\C(=O)c1cc2ccccc2o1)c1ccccc1,0.8,0.7,7.0,8.2,0.8,18.2,2.5,-0.1,14.9,92.0*,0.9
O=c1oc2ccccc2c(O)c1C=NCc1ccccn1,0.9,2.5,-8.9,-0.1,0.9,5.3,4.8,-0.1,22.9,0.6,1
O=C(OCc1ccccc1)c1ccc(Br)o1,0.8,-0.5,0.6,0.8,0.8,23.6,1.4,0.0,-5.4,-2.4,0.9
COc1cccc(C2C(C(=O)c3sc(C)nc3C)=C(O)C(=O)N2CCN2CCOCC2)c1OC (stereo not drawn),0.9,-2.8,-2.5,1.5,1.4,9.8,.,-0.1,-3.5,-3.8,1.4
COc1ccc(NC(=O)CSc2nnc(NC(=O)c3ccccc3C(=O)O)s2)cc1,0.8,-1.1,-4.5,6.8,1,15.5,-21.6,-0.1,11.1,-19.8,1.1
COc1cc(CN2CCN(C(=O)c3ccc(-c4ccccc4)cc3)CC2)cc(OC)c1OC,.,0.3,22.9,0.0,.,.,15.7,-0.4,17.0,6.7,.
O=C(NC1=NCCS1)C1COc2ccccc2O1 (stereo not drawn),0.9,-0.5,-0.1,1.0,0.9,8.1,-35.6,-0.7,13.0,-4.2,0.9
CC1CC(C)CN(C(=O)c2ccc(CSc3nc4ccncc4[nH]3)cc2)C1 (stereo not drawn),0.9,0.9,7.7,3.3,1,7.7,-2.5,0.1,12.4,-5.6,1
O=C(CCNC(=O)c1ccccc1Cl)Nc1nccs1,1,-0.7,6.0,1.5,1,-3.0,0.2,-0.2,7.0,0.0,1
Cc1ccc(CSc2nnc(-c3ccccn3)n2C)cc1,0.8,1.0,14.0,-0.7,0.9,16.9,-13.9,0.4,-3.4,-2.0,1
CCn1c(CNC(=O)Cc2ccc(OC)cc2)nnc1SCC(=O)Nc1ccc(C(=O)O)cc1,1,0.0,-5.4,8.8*,1,-1.0,-17.9,-0.1,4.5,-1.6,1.1
NC(=O)c1ccc(-n2nnnc2Oc2ccccc2C(=O)N2CCOCC2)cc1,0.9,0.7,-17.7,-0.5,0.9,9.1,-26.4,0.0,0.4,5.5,0.9
CCNC(=O)CN(Cc1ccccc1)S(=O)(=O)c1ccccc1,0.9,-0.3,5.8,0.8,0.9,9.9,1.6,0.3,1.3,3.6,0.9
COc1ccc2nc(NC(=O)CCNS(=O)(=O)c3ccc4c(c3)oc(=O)n4C)sc2c1,1,0.2,-0.3,1.4,1,-1.1,-34.0,0.1,-4.3,0.2,1
COc1ccccc1NC(=O)CN1CCN(c2ccccc2OC)CC1,0.7,0.1,-17.4,2.0,0.9,29.1,17.1,-0.2,16.2,4.3,0.9
CC(=O)C1=C(C)NC(=O)NC1c1cccs1 (stereo not drawn),0.9,0.3,-4.1,-0.9,1,5.8,.,0.8,-6.0,-2.8,1
CCSc1nnc2c(n1)[nH]c1c(C)cccc12,0.9,0.0,-6.5,3.0,0.9,13.9,-2.2,-0.2,1.3,32.4,0.8
CC1=C(C(=O)N2CCOCC2)C(c2cccc(C)c2)NC(=S)N1 (stereo not drawn),0.9,-0.2,-3.5,0.4,1,5.0,6.5,-0.5,-3.8,-5.4,1.1
CCn1nc(C(=O)OCC(=O)NCCN2C(=O)CSC2=O)c2ccccc2c1=O,0.9,2.5,-4.0,-0.5,1.1,5.5,-17.9,-0.1,5.1,-1.8,1.1
COC(=O)c1ccc(C2/C(=C(\O)c3cccc(OC)c3)C(=O)C(=O)N2CCCN2CCOCC2)cc1 (stereo not drawn),1,0.4,10.2,-0.6,1.1,2.0,-17.9,0.2,3.4,-0.8,1.1
O=C(COc1cccc(Cl)c1)Nc1nc(-c2ccc(S(=O)(=O)N3CCOCC3)cc2)cs1,0.9,0.7,2.8,4.8,1,11.0,.,-0.7,6.2,27.1,1
O=C(Oc1ccc2ccccc2c1Cl)N1CCCC1,0.9,-1.4,-9.8,-1.1,0.9,7.1,18.9,0.1,-4.2,1.5,1
COc1ccc(Cn2c(C3CC3)nc3ccc(NC(=O)c4ccco4)cc3c2=O)cc1,0.7,-0.3,11.2,3.5,0.9,31.7,21.6,0.2,2.1,22.6,0.9
COc1cccc(-c2cn3nc4c(nc3n2)CCCC4)c1,0.6,1.9,-12.4,-0.8,1.3,40.3,-33.3,0.4,16.4,14.0,1.4
Fc1ccc(-c2nc3ccccc3[nH]2)cc1,0.8,-0.3,0.2,2.2,1,19.2,-9.6,0.5,13.6,14.5,1
N#Cc1cccc(NC(=O)c2ccccc2C(=O)O)c1,1,2.7,7.4,0.1,1,-3.7,-19.9,-0.1,10.7,-5.9,1.1

# Grouped by structure, the compounds so far with a COOH group.
SMILES,Diaphorase act,DTT redox prof,TLR4 MyD88 comp,RAM network inh,PMI activator,Diaphorase inh,S1P3 antagonist,Hsp70 act,G6PDH counter,L major viab,PMI act satM6P
COc1ccc(NC(=O)CSc2nnc(NC(=O)c3ccccc3C(=O)O)s2)cc1,0.8,-1.1,-4.5,6.8,1,15.5,-21.6,-0.1,11.1,-19.8,1.1
CCn1c(CNC(=O)Cc2ccc(OC)cc2)nnc1SCC(=O)Nc1ccc(C(=O)O)cc1,1,0.0,-5.4,8.8*,1,-1.0,-17.9,-0.1,4.5,-1.6,1.1
N#Cc1cccc(NC(=O)c2ccccc2C(=O)O)c1,1,2.7,7.4,0.1,1,-3.7,-19.9,-0.1,10.7,-5.9,1.1

# Compound profiles (already shown):
# Shown for `O=C(Oc1ccc2ccccc2c1Cl)N1CCCC1` → Diaphorase act = 0.9; DTT redox prof = -1.4; TLR4 MyD88 comp = -9.8; RAM network inh = -1.1; PMI activator = 0.9; Diaphorase inh = 7.1; S1P3 antagonist = 18.9; Hsp70 act = 0.1; G6PDH counter = -4.2; L major viab = 1.5; PMI act satM6P = 1
# Shown for `CCSc1nnc2c(n1)[nH]c1c(C)cccc12` → Diaphorase act = 0.9; DTT redox prof = 0.0; TLR4 MyD88 comp = -6.5; RAM network inh = 3.0; PMI activator = 0.9; Diaphorase inh = 13.9; S1P3 antagonist = -2.2; Hsp70 act = -0.2; G6PDH counter = 1.3; L major viab = 32.4; PMI act satM6P = 0.8

# Back to the main list, repeating the 2 entries before the break.
SMILES,Diaphorase act,DTT redox prof,TLR4 MyD88 comp,RAM network inh,PMI activator,Diaphorase inh,S1P3 antagonist,Hsp70 act,G6PDH counter,L major viab,PMI act satM6P
Fc1ccc(-c2nc3ccccc3[nH]2)cc1,0.8,-0.3,0.2,2.2,1,19.2,-9.6,0.5,13.6,14.5,1
N#Cc1cccc(NC(=O)c2ccccc2C(=O)O)c1,1,2.7,7.4,0.1,1,-3.7,-19.9,-0.1,10.7,-5.9,1.1
COc1ccc(-c2noc(CCCC(=O)NCc3ccco3)n2)cc1OC,0.8,-2.4,0.5,1.0,1,18.2,-44.0,0.0,0.6,-0.7,1
O=C(CN1CCCC1)Nc1ccccc1Sc1ccccc1,0.8,-0.3,-6.2,0.8,0.9,21.7,5.3,0.0,5.5,5.5,0.9
CCOC(=O)Cn1c(=N)n(Cc2ccccc2)c2ccccc21,0.9,-0.2,0.9,0.8,1,7.0,-9.3,-0.4,-6.3,-2.2,1
COc1ccc(C(=O)c2ccc(N3CCOCC3)c([N+](=O)[O-])c2)cc1,0.8,-0.6,-5.6,2.1,0.9,21.9,10.2,-0.3,6.2,7.8,1
O=C1CCCN1CCCNc1ncnc2c1cnn2-c1ccc(Cl)cc1,0.8,-0.8,-6.2,2.7,0.9,18.3,8.3,-0.3,-21.9,-1.5,0.9
O=C(Nc1ccc(N2CCOCC2)cc1N1CCOCC1)c1ccc([N+](=O)[O-])cc1,1,-3.2,9.7,3.0,1,2.4,.,-0.3,19.2,-3.4,1
COc1ccccc1CNC(=O)c1ccc(N2CCOCC2)c([N+](=O)[O-])c1,1,0.2,9.5,0.5,1,3.3,-17.9,-0.1,6.3,20.5,1
CCN(CC)c1ccc(/C=N/N=C(c2ccccc2)c2ccccc2)c(O)c1,0.9,3.4,17.9,4.7,1,9.7,-0.9,-0.4,4.8,-1.2,1
CCCCn1c(-c2ccncc2)nc2c1c(=O)[nH]c(=O)n2CC(C)C,0.9,-4.2,0.2,1.2,1,9.4,.,-0.5,-0.5,-0.8,1.1
COc1ccc(NC(=O)CCC2CCCCC2)cc1S(=O)(=O)N1CCCCC1,0.8,-0.1,0.9,5.9,0.9,16.5,-3.0,-0.5,3.1,9.8,0.9
CCCC(c1nnnn1Cc1ccco1)N1CCN(c2ccccc2)CC1 (stereo not drawn),0.9,-0.9,-4.8,2.5,1.1,5.1,3.2,-0.1,3.8,-0.2,1.1
CCOc1ccc(NC2=NCC(=O)N2CCc2ccccc2)cc1,1,2.0,-7.4,1.6,1.1,3.8,-35.8,-0.5,13.9,1.1,1.1
O=C(Cc1cccs1)N1CCN=C1SCc1ccc(Br)cc1,0.7,0.5,-8.0,0.9,0.9,25.4,-0.9,-0.2,-2.2,14.7,0.8
